High-throughput results from PubChem.
Pf growth 48h: inhibits P. falciparum growth in the first generation, 48 h | P. falciparum luciferase growth in erythrocytes, 48 h | Potency, µM (top dose mostly 28.7 µM), inactives show at the highest dose activity change, negative = inhibition, most hits filed as inhibitors | 5.9% of 310,000 active | AID 504832; further: potency means the concentration at half of the fitted maximal effect; on the % scale 0 is the no-effect control and ±100 the full control effect
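Read-out is firefly luciferase luminescence from an integrated reporter in P. falciparum, so falling signal marks reduced parasite growth. Infected erythrocytes were at 2% hematocrit and 0.1% parasitemia (final) in Albumax-supplemented RPMI 1640.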
Cycloheximide cs: counter-screen hit for Shiga toxin inhibitors, cycloheximide. max response, %. cell reporter, cycloheximide protein synthesis inhibition counterscreen. 12% of 300,000 active; in the data active means max response mostly above about 13%, no sharp cut-off; inactive means mostly below about 14%; further: read at 38.3 µM for the half of the compounds with a filed dose; 0% is about no effect
Shiga inhibitor: blocks Shiga toxin action in Vero cells; Vero cells, Shiga toxin protein synthesis inhibition reporter; inhibition, % at 38.7 µM; 9.2% of 290,000 active; in the data active means inhibition mostly above about 28%, no sharp cut-off; inactive means mostly below about 43%; further: 0% is about no effect
Pf growth 96h: P. falciparum growth inhibition at 96 hour, primary screen for plastid delayed-death inhibitors | 6.9% of 320,000 active | Potency, µM (series often up to 28.7 µM), for the others: at the highest dose activity change, negative = inhibition, actives largely listed as inhibitors | P. falciparum luciferase reporter growth, 96 h; further: potency means the concentration at half of the fitted maximal effect; on the % scale 0 is the no-effect control and ±100 the full control effect
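Delayed-death screen, second-generation endpoint: infected erythrocytes, 2% hematocrit, 0.05% parasitemia final; 96 hours at 37 C, 5% CO2; luciferase detection reagent; luminescence decrease equals reduced growth.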
HCV inhibitor: HCV inhibition | 3.4% of 340,000 active | Potency, µM (series often up to 41.8 µM), for the others: at the top dose activity change, negative = inhibition, most hits filed as inhibitors | Huh7.5.1 HCVcc-Cre infection, luciferase reporter, 44 h; further: potency means the concentration at half of the fitted maximal effect; on the % scale 0 is the no-effect control and ±100 the full control effect
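A cell-based infection assay in which seeded cells (1,000 per well) receive test compound after 4 h, are inoculated with HCVcc-Cre at approximately 0.5 moi, and are incubated 44 h before luminescence detection.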
FBPA Giardia inh: Giardia lamblia aldolase inhibition. 0.71% of 290,000 active. A8B2U2. Potency, µM (series often up to 59.6 µM), inactives show at the highest dose activity, negative = inhibition, most hits filed as inhibitors. AID 2451. purified Giardia FBPA; further: potency means the concentration at half of the fitted maximal effect; on the % scale 0 is the no-effect control and ±100 the full control effect; nearly all actives have a fitted effect of over 55% in size
Target sequence (A8B2U2 whole entry, looked up): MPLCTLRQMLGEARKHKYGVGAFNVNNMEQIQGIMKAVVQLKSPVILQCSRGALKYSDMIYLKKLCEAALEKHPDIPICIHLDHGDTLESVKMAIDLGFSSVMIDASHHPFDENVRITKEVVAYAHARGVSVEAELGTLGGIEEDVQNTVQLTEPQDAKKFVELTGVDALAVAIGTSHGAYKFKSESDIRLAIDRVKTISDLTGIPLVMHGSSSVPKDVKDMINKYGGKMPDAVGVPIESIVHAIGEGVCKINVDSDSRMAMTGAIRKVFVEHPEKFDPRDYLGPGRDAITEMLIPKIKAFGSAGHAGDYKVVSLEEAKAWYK
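40 nM FBPA preincubated 10 min at RT with compound (up to 57.5 uM final), then substrate plus GAPDH/TPI/NAD/arsenate coupling and diaphorase/resazurin added. Fluorescence read after 20 min at RT, 525/598 nm.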
Active calls of the source: *; ? = inconclusive; / = not tested or not shown; [ ] = dose if it differs, or a comment. Unless noted, the call rests on the fitted dose curve; in most records, active means well fitted curve in the direction sought with a large enough effect; inconclusive means small, poorly fitted or top-dose-only effect, or another doubt; inactive means no such curve, though single readings can be large; an effect the other way counts as inactive or inconclusive.

SMILES	Pf growth 48h	Cycloheximide cs	Shiga inhibitor	Pf growth 96h	HCV inhibitor	FBPA Giardia inh
COC(=O)Nc1ccc(S(=O)(=O)Nc2cc(OC)nc(OC)n2)cc1	-14.2%	8.4	-3.2	?	26.7%	-12.8%
COc1ccc2c(c1)c(C1=C(c3c[nH]c4ccccc34)C(=O)NC1=O)cn2CCCN(C)C	/	-0.3	-9.7	/	/	-10.0%
Cc1ccc(C(=O)Sc2cccccc2=O)cc1	4.15µM*	77.8*	134.9*	2.94µM*	-10.8%	17.2%
O=C(CCl)N1N=C(c2ccco2)CC1c1ccco1 (stereo unspecified)	13.1µM*	-0.1	-3.6	13.1µM*	11.2µM*	0.0%
COc1ccc(NC(=O)CCNC(=O)Cn2cnc3sc4c(c3c2=O)CCCC4)c(OC)c1	14.1%	10.8	-3.8	25.3%	-4.3%	6.2%
Cc1nc2ccccc2nc1N1CCOCC1	/	-0.5	10.6	19.1%	-2.0%	1.4%
CCCCOC(=O)c1ccc(NC(=O)C(=O)NCc2ccncc2)cc1	-3.0%	-2.0	-3.5	?	-33.3%	5.9%
OC(COCc1ccc2c(c1)OCO2)CN1CCN(Cc2ccccc2)CC1 (stereo unspecified)	/	-2.5	16.7	/	-2.6%	-18.4%
COc1ccccc1CNC1CCN(Cc2ccccc2)CC1	-13.9%	-2.4	-3.6	?	?	?
CCOc1ccc2[nH]c3c(NCCN(C)C)ncnc3c2c1	2.33µM*	-6.7	9.8	2.08µM*	/	10.7%
COC(=O)NNC(=O)C12CC3CC(CC(C3)C1)C2	3.4%	5.5	8.8	4.15µM*	10.3%	6.4%
Cc1cccc(NS(=O)(=O)c2cccc(C(=O)N3CCN(S(=O)(=O)c4ccccc4)CC3)c2)c1	?	/	/	11.7µM*	?	/
CC(C)CN(C(=O)COC(=O)C12CC3CC(CC(Cl)(C3)C1)C2)c1c(N)n(Cc2ccccc2)c(=O)[nH]c1=O	4.65µM*	/	/	?	-8.5%	/
Cc1cccc(N(C)c2cc(C)nc3nc(C)nn23)c1	4.9%	10.3	6.6	?	-1.1%	3.0%
COc1ccc(C(=O)Nc2cc3c(cc2C#N)OCO3)cc1S(=O)(=O)NCc1ccco1	22.7%	11.0	21.3	10.1%	16.4%	15.2%
CC(=O)c1c(C)nc(-c2ccc(Cl)cc2Cl)n1O	12.2%	-0.8	13.1	19.4%	-8.1%	-10.1%
CCCCc1nc(NCCNC(=O)c2ccco2)c(C#N)c2c1CSC(C)(C)C2	8.28µM*	7.7	25.9	/	11.2µM*	-18.5%
CSc1ccc(S(=O)(=O)N2CCC(C(=O)Nc3ccc(NC(C)=O)cc3)CC2)cc1	9.5%	-5.1	-3.2	?	-0.5%	4.3%
COc1ccc(N2C(=O)CSC23C(=O)N(CC(=O)NC2CCCC2)c2ccccc23)cc1 (stereo unspecified)	-4.9%	-2.6	-3.7	8.28µM*	0.5%	2.8%
COc1cccc(CN2CCN(S(=O)(=O)c3ccc(Br)cc3)CC2)c1	4.7%	-2.9	-1.4	/	-1.4%	0.8%
N#CCC(=O)N/N=C/c1ccc(N2N=C(c3ccccc3)CC2c2ccccc2)cc1 (stereo unspecified)	?	10.4*	2.4	?	?	-8.4%
Cn1ccc(C(=O)N/N=C/c2cccnc2)n1	9.1%	18.3*	44.9*	-24.0%	19.9%	10.2%
O=c1c2ccccc2nc2c3ccccc3c(NCc3cccnc3)nn12	?	9.0	-7.6	?	20.5%	10.8%
COc1ccc(N(CC(=O)Nc2cc(C)ccc2C)S(=O)(=O)c2ccccc2[N+](=O)[O-])c(OC)c1	2.94µM*	6.8	-15.1	37.6%[activator]	-19.9%	-0.4%
COc1ccc(CCNC(=O)CSC2=Nc3ccccc3C3=NC(C(C)C)C(=O)N23)cc1OC (stereo unspecified)	?	-3.8	-6.5	-11.1%	9.7%	-1.6%
Cc1c(/C=N/NC(=O)c2cc(C(C)(C)C)[nH]n2)c2ccccc2n1C	?	-3.4	-3.1	?	11.1%	3.4%
CC(=O)c1ccc(NC(=S)N2CCN(CCO)CC2)cc1	-6.9%	-2.3	-0.8	?	26.9%	-12.3%
CC(=O)Nc1ccc(S(=O)(=O)N/N=C/c2cccnc2)cc1	9.1%	-3.9	-1.6	?	4.3%	?
CC(C)NC(=O)c1noc2cc([N+](=O)[O-])ccc12	43.4%[activator]	12.4*	103.8*	43.3%	1.0%	4.9%
O=C(COc1ccc(S(=O)(=O)Nc2ccccc2)cc1)N1CCOCC1	1.5%	-2.5	-16.8	/	4.6%	0.8%
CCOc1cc(C2NC(=O)CCC2[N+](=O)[O-])cc(Br)c1OC (stereo unspecified)	3.7%	-5.2	-9.5	4.3%	19.8%	2.1%
OC12C3C4CC5C6C4C1C6C(C53)N2CCc1cccc(F)c1 (stereo unspecified)	/	-6.8	12.7	/	/	-0.5%
O=C(CSc1n[nH]c(=O)n1-c1cccnc1)Nc1ccccc1Cl	82.8%[activator]	1.2	-5.8	37.3%[activator]	11.8%	/
COc1cc(C(=O)NC(=S)N2C[C@H]3C[C@H](C2)c2cccc(=O)n2C3)cc(OC)c1OC	-1.7%	-3.5	-11.6	-9.2%	4.6%	11.2µM*
Cc1ccc(C)c(SCC(=O)Nc2cccc(S(=O)(=O)N3CCOCC3)c2)c1	-20.6%	/	/	?	?	/
O=C(c1cc(F)ccc1F)C1CCCN(Cc2cccn2-c2ccccn2)C1 (stereo unspecified)	?	-2.1	-6.6	?	6.0%	5.0%

Random excerpt: 2 compounds from above
SMILES	Pf growth 48h	Cycloheximide cs	Shiga inhibitor	Pf growth 96h	HCV inhibitor	FBPA Giardia inh
CC(=O)c1c(C)nc(-c2ccc(Cl)cc2Cl)n1O	12.2%	-0.8	13.1	19.4%	-8.1%	-10.1%
COc1cccc(CN2CCN(S(=O)(=O)c3ccc(Br)cc3)CC2)c1	4.7%	-2.9	-1.4	/	-1.4%	0.8%

Going on with the list.
SMILES	Pf growth 48h	Cycloheximide cs	Shiga inhibitor	Pf growth 96h	HCV inhibitor	FBPA Giardia inh
COc1ccc(C(=O)NNC(=O)CCCCC(=O)NNC(=O)c2ccc(OC)cc2)cc1	38.1%[activator]	1.5	1.6	?	6.8%	-13.4%
O=C(NC(Cc1c[nH]c2ccccc12)C(=O)NCc1ccc(F)cc1)OCc1ccccc1 (stereo unspecified)	11.5%	-1.2	15.5	53.5%[activator]	3.8%	10.4%
Cc1ccccc1CS(=O)(=O)CC1(O)CCN(C(=O)c2cccc(C(F)(F)F)c2)CC1	?	6.7	-3.7	0.0%	?	6.1%
Cc1[nH]ccc(=O)c1OCC(=O)O	11.0%	-1.1	-16.0	15.6%	3.5%	0.6%
Cc1ccc2c(C)c(C(=O)N3CCN(Cc4ccccn4)CC3)oc2c1C	-8.3%	17.0*	18.0	?	3.1%	/
CC(C)N(C(=S)Nc1cc(S(=O)(=O)N2CCOCC2)ccc1Cl)c1ccccc1	1.5%	-4.2	-1.7	-16.7%	2.7%	1.1%
COC(=O)Cn1nnc(-c2cccc(OC)c2)n1	2.2%	21.9*	65.4*	1.4%[5.75 µM]	7.3%	-0.7%
C=CCn1c(SCc2ccc(Cl)cc2)nc2cc(C(=O)N3CCC(C(N)=O)CC3)ccc2c1=O	?	-6.0	-7.4	6.57µM*	37.4%[activator]	-3.0%
COCCn1c(SCC(=O)Nc2cc(C)nn2-c2ccccc2)nnc1-c1ccncc1	12.3%	-1.5	-17.1	45.0%[activator]	0.1%	6.2%
CCC(C(=O)OCC(=O)c1ccc(OC)cc1OC)c1ccccc1 (stereo unspecified)	40.8%[activator]	/	/	?	-26.7%	/
O=C(CN1C(=O)NC2(CCCCCCC2)C1=O)NCc1cccs1	20.2%	-1.5	-5.6	24.5%	1.6%	2.9%
Cc1cccnc1NC(=O)C1CCC1	6.2%	0.2	/	3.8%	13.6%	21.2%

Part of the list above in order of molar mass, largest number first.
SMILES	Pf growth 48h	Cycloheximide cs	Shiga inhibitor	Pf growth 96h	HCV inhibitor	FBPA Giardia inh
C=CCn1c(SCc2ccc(Cl)cc2)nc2cc(C(=O)N3CCC(C(N)=O)CC3)ccc2c1=O	?	-6.0	-7.4	6.57µM*	37.4%[activator]	-3.0%
Cc1ccccc1CS(=O)(=O)CC1(O)CCN(C(=O)c2cccc(C(F)(F)F)c2)CC1	?	6.7	-3.7	0.0%	?	6.1%
CC(C)N(C(=S)Nc1cc(S(=O)(=O)N2CCOCC2)ccc1Cl)c1ccccc1	1.5%	-4.2	-1.7	-16.7%	2.7%	1.1%
O=C(NC(Cc1c[nH]c2ccccc12)C(=O)NCc1ccc(F)cc1)OCc1ccccc1 (stereo unspecified)	11.5%	-1.2	15.5	53.5%[activator]	3.8%	10.4%
COc1ccc(C(=O)NNC(=O)CCCCC(=O)NNC(=O)c2ccc(OC)cc2)cc1	38.1%[activator]	1.5	1.6	?	6.8%	-13.4%
O=C(c1cc(F)ccc1F)C1CCCN(Cc2cccn2-c2ccccn2)C1 (stereo unspecified)	?	-2.1	-6.6	?	6.0%	5.0%
Cc1ccc2c(C)c(C(=O)N3CCN(Cc4ccccn4)CC3)oc2c1C	-8.3%	17.0*	18.0	?	3.1%	/
O=C(CN1C(=O)NC2(CCCCCCC2)C1=O)NCc1cccs1	20.2%	-1.5	-5.6	24.5%	1.6%	2.9%
CCC(C(=O)OCC(=O)c1ccc(OC)cc1OC)c1ccccc1 (stereo unspecified)	40.8%[activator]	/	/	?	-26.7%	/
Cc1cccnc1NC(=O)C1CCC1	6.2%	0.2	/	3.8%	13.6%	21.2%

Next section:
SMILES	Pf growth 48h	Cycloheximide cs	Shiga inhibitor	Pf growth 96h	HCV inhibitor	FBPA Giardia inh
Cc1cc(C)c(NC(=S)N(CCN(C)C)Cc2cccs2)c(C)c1	-26.8%	5.0	-9.2	3.29µM*	10.1%	6.5%
O=c1[nH]c(=O)n(Cc2ccco2)c2c1C(C(F)(F)F)(C(F)(F)F)N=C(Cc1ccccc1)N2	?	12.3	-24.5	?	?	/
Cc1c(C(=O)NCc2ccccn2)oc2ccc(S(=O)(=O)N3CCC4(CC3)OCCO4)cc12	13.1µM*	7.3	15.2	?	2.1%	3.8%
Cc1ccc(NC(=O)c2cc([N+](=O)[O-])ccc2NCc2cccnc2)cc1	13.1µM*	8.2	-15.7	?	?	-1.6%
CSc1ccc(C(=S)N2CCCC2)cc1	5.3%	16.1*	24.7	?	21.0%	6.3%
CC(=O)Nc1ncc(Cc2ccc(Cl)cc2Cl)s1	6.9%	10.4	29.7	89.9%[activator]	-1.5%	6.6%
O=C(CN1C(=O)NC2(CCc3ccccc32)C1=O)Nc1ccc(Br)cc1F (stereo unspecified)	?	/	/	-1.9%	?	/
O=C1NC(=O)C(=Cc2ccc(Sc3ccccc3)o2)C(=O)N1	16.1%	20.1*	34.4	31.9%[activator]	0.7%	-18.8%
Cc1ccc(N2NC(=O)/C(=C/c3ccc(-c4ccc(Cl)c(C(=O)O)c4)o3)C2=O)cc1C	17.4%	0.3	-6.5	27.4%	15.4%	2.5%
CC1C(=O)C(C)C(c2ccco2)NC1c1ccco1 (stereo unspecified)	21.6%	2.1	-8.1	-8.3%	-2.7%	0.9%
COc1ccc(NC(=O)Cc2nn(C)c(=O)c3ccccc23)c2ncccc12	/	-2.6	-9.8	/	/	-7.5%
CCCC(=O)Nc1ccc2c(c1)nc(CCN1CCN(c3ccccn3)CC1)n2C	2.9%	-3.1	22.0	-15.4%	16.4%	-10.3%
COc1cc(C(=O)O[C@H]2C/C(C)=C/CC/C(C)=C/[C@@H](O)C2C(C)C)ccc1O (stereo partly specified)	/	11.0	-2.2	/	/	-1.5%
CCCCN1CCC(C#N)(Nc2ccccc2)CC1	13.6%	-8.0	-4.5	-9.1%	5.9%	-0.6%
CC1CCC(N(C)C2CCN(C)CC2)CC1 (stereo unspecified)	17.8%	-0.8	10.1	?	-28.5%	?
O=C(CSc1nnnn1-c1ccc(F)cc1)Nc1ccccc1F	24.4%	-1.0	-4.2	8.28µM*	-0.9%	-1.7%
